UHRF1 MBD2 ctr: human UHRF1 methylated DNA binding inhibitors. Q96T88. UHRF1 binding to methylated oligo, TR-FRET. inhibition, % at 4.4 µM. AID 687016. hit rate 0.75% among 370,000; in the data active = inhibition above about 21%;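 note: UHRF1 SRA domain binding a hemimethylated CpG hairpin DNA probe; 0% = median of test compound wells and 100% = reference inhibitor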
HTRA1 inh: blocks human HTRA1 serine peptidase. Q92743. recombinant HTRA1, FP-rhodamine activity-based probe, fluorescence polarization. inhibition, % at 5.96 µM. hit rate 0.5% among 340,000. AID 504803; in the data active = inhibition above about 36%;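 note: 0% = enzyme with DMSO and 100% = wells lacking enzyme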
ABHD4 inh: ABHD4 (mouse) inhibition, primary FP screen; purified mABHD4, FP-Rh probe fluorescence polarization; inhibition, % at 8.92 µM; hit rate 0.54% among 370,000;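 active = inhibition exceeding the mean over every tested compound plus 3 SD, cut at about 30% in these data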;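 note: 0% = plate median of compound wells and 100% = S159A mutant with DMSO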
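Test system: mouse ABHD4 enzyme, wild type. Reagent: FP-Rh fluorescent activity-based probe, added after compound pre-incubation. Timing: pre-incubation 45 min, probe exposure 60 min, at 25 °C. Technique: FP readout, ex 525 nm / em 598 nm. Benchmarks: high control S159A mutant with DMSO, low control median of compound wells.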
TCR-CD3 inh: inhibitors of human TCR-CD3 interaction; inhibition, % at 9.4 µM; hit rate 0.37% among 360,000; TAMRA-labeled TCR probe fluorescence, biochemical; in the data active = inhibition above about 19%;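 note: recombinant mutant TCR 2C K166C tagged with TAMRA read by polarization; 0% = receptor in buffer alone and 100% = receptor with positive control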
PRMT1 inh: PRMT1 (human) inhibition, primary screen; Q99873; recombinant PRMT1, activity-based probe fluorescence polarization; inhibition, % at 2.79 µM; hit rate 1.3% among 370,000; AID 652257;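 active = inhibition above about 21% made by adding two undisclosed values, limit read from the data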
Target sequence (Q99873 whole entry, looked up): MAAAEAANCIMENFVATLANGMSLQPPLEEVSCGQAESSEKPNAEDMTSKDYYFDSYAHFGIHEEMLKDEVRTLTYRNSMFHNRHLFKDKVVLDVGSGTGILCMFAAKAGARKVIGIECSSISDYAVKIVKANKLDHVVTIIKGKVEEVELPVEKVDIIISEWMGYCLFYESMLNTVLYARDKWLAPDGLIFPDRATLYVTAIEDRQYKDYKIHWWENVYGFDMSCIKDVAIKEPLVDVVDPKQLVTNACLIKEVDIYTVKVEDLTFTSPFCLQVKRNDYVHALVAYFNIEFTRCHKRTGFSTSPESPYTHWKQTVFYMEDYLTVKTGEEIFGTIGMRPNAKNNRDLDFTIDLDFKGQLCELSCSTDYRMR
MBD2 DNA inh: inhibitors of human MBD2 binding to methylated oligonucleotide; TR-FRET; inhibition, % at 4.4 µM; hit rate 0.31% among 370,000; Q9UBB5; in the data active = inhibition above about 13%
Target sequence (Q9UBB5 whole entry, looked up): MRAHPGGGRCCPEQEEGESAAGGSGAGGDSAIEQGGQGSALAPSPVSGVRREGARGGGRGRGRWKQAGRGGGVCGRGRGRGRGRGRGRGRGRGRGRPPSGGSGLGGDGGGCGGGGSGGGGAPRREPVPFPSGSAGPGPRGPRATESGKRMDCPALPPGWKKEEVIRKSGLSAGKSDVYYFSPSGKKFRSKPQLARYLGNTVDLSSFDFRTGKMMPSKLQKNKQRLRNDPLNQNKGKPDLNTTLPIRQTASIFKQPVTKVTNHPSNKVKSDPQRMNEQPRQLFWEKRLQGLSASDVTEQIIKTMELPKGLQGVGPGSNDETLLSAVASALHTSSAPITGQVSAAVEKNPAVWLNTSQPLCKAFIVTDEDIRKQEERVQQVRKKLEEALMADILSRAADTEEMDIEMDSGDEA
rCAG binder: binds r(CAG) RNA repeats; hit rate 1.3% among 370,000; r(CAG) RNA repeat, TO-PRO-1 dye displacement fluorescence; inhibition, % at 3 µM;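 active = inhibition above the plate cutoff, the mean of all test compounds on that plate plus 3 SD, cut at about 35% in these data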;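 note: 0% = DMSO alone and 100% = 100 µM mitoxantrone as full dye displacement; higher means more dye released from RNA so lower well fluorescence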
NPR2 activator: GC-B (human) receptor activation | P20594 | HEK293-GC-B cells, CNP EC30, cGMP TR-FRET; 0% at EC30 CNP, 100% saturating CNP | activation, % at 10 µM | hit rate 0.11% among 370,000 | AID 1920062;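 active = activation at 10 µM reaching about 35% in either raw or pattern-adjusted values, limit read from the data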
GC-A act: GC-A (human) enzyme activation; P16066; hit rate 0.14% among 370,000; AID 1671463; activation, % at 10 µM; HEK293 GC-A cells, cGMP TR-FRET, EC30 ANP; 0% at EC30 ANP, 100% saturating ANP; in the data active = activation above about 40%
SIAE inh: inhibitors of human sialic acid acetylesterase SIAE; hit rate 0.69% among 370,000; Q9HAT2; SIAE FP-Rh probe binding, fluorescence polarization; inhibition, % at 9.66 µM;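 active = inhibition above a cutoff: mean of compounds within the control limits plus 3 SD of those, cut at about 17% in these data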;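 note: 0% = plate median of compound wells and 100% = probe without SIAE protein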
The depositor's hits bear a star; & = joins results of further samples.

For COCCOC(=O)CSc1ncccc1-c1nc2cc(C)c(C)cc2[nH]1 the results were UHRF1 MBD2 ctr -1, HTRA1 inh -11, ABHD4 inh 4, TCR-CD3 inh 2, PRMT1 inh 2, MBD2 DNA inh -2, rCAG binder 3, NPR2 activator 2, GC-A act 4 and SIAE inh -1.
`Cc1ccc(S(=O)(=O)N2CCN(S(=O)(=O)N3CCC(C)CC3)CC2)c(C)c1` gave UHRF1 MBD2 ctr 1, HTRA1 inh 11, ABHD4 inh 1, TCR-CD3 inh -2, PRMT1 inh -4, MBD2 DNA inh 1, rCAG binder -1, NPR2 activator 4, GC-A act -2 and SIAE inh -1.
Cc1cc(NC(=O)CCN2C(=O)/C(=C\c3ccccc3)SC2=S)no1 was read as UHRF1 MBD2 ctr 2, HTRA1 inh -7, ABHD4 inh 1, TCR-CD3 inh 11, PRMT1 inh 1, MBD2 DNA inh 0, rCAG binder 6, NPR2 activator -8, GC-A act -7 and SIAE inh -2.
Screening O=C(CSc1nnc(-c2cccnc2)n1Cc1ccco1)Nc1nc(-c2ccc(F)cc2)cs1 returned UHRF1 MBD2 ctr 0, HTRA1 inh -41, ABHD4 inh -18, TCR-CD3 inh -1, PRMT1 inh 2, MBD2 DNA inh 2, rCAG binder 5, NPR2 activator -10, GC-A act 5 and SIAE inh 1.
O=C(c1cc(N2C(=O)C3C4CCC(C4)C3C2=O)ccc1Cl)N1CCCCCC1 (stereo unspecified) was read as UHRF1 MBD2 ctr 2, HTRA1 inh 7, ABHD4 inh 4, TCR-CD3 inh -9, PRMT1 inh 5, MBD2 DNA inh 5, rCAG binder -7, NPR2 activator -1, GC-A act 0 and SIAE inh 8.
CC(C)C(c1nnnn1C1CCCCC1)N1CCOCC1 (stereo unspecified) was read as UHRF1 MBD2 ctr 1, HTRA1 inh 3, ABHD4 inh -13, TCR-CD3 inh 2, PRMT1 inh -3, MBD2 DNA inh -3, rCAG binder -3, NPR2 activator 2, GC-A act 4 and SIAE inh 1.
`Cc1ccccc1NC(=O)Cn1nc(C)n2cccc2c1=O` gave UHRF1 MBD2 ctr 1, HTRA1 inh 4, ABHD4 inh 6, TCR-CD3 inh 0, PRMT1 inh 4, MBD2 DNA inh 3, rCAG binder -2, NPR2 activator 1, GC-A act 7 and SIAE inh 2.
Cc1ccc(NC(=O)c2cc(C(C)(C)C)nn2Cc2ccccc2)cc1 was read as UHRF1 MBD2 ctr 1, HTRA1 inh -33, ABHD4 inh -12, TCR-CD3 inh 6, PRMT1 inh -2, MBD2 DNA inh -2, rCAG binder -4, NPR2 activator -10, GC-A act 5 and SIAE inh -8.
`COc1ccc(CCC(C)N2CCC(CO)(Cc3ccccc3)CC2)cc1` (stereo unspecified) gave UHRF1 MBD2 ctr 0, HTRA1 inh 1, ABHD4 inh 1, TCR-CD3 inh 2, PRMT1 inh 0, MBD2 DNA inh -1, rCAG binder -6, NPR2 activator -4, GC-A act -12 and SIAE inh -1.
For c1cc(C2OCCN2CC2COC3(CCCC3)O2)ccn1 (stereo unspecified) the results were UHRF1 MBD2 ctr -3, HTRA1 inh -2, ABHD4 inh 2, TCR-CD3 inh 5, PRMT1 inh -1, MBD2 DNA inh 0, rCAG binder 0, NPR2 activator -1, GC-A act 1 and SIAE inh -5.
COc1cc(SC)ccc1C(=O)NC1CCCCC1 was read as UHRF1 MBD2 ctr 1, HTRA1 inh -2, ABHD4 inh 6, TCR-CD3 inh -3, PRMT1 inh 3, MBD2 DNA inh 2, rCAG binder -4, NPR2 activator 4, GC-A act -1 and SIAE inh 4.
Screening CCCCN1CCCCC1(C)C(=O)NCc1cccs1 (stereo unspecified) returned UHRF1 MBD2 ctr 1, ABHD4 inh 3, TCR-CD3 inh -4, PRMT1 inh -2, MBD2 DNA inh 2, rCAG binder 0, NPR2 activator 1, GC-A act 2 and SIAE inh 3.
`Cc1cc(C)cc(Cn2c3ccc(NC(=O)NCCc4cccs4)cc3c(=O)n2C)c1` gave UHRF1 MBD2 ctr -4, ABHD4 inh 14, TCR-CD3 inh 4, PRMT1 inh -4, MBD2 DNA inh -2, rCAG binder 3, NPR2 activator 4, GC-A act 1 and SIAE inh 2.
For CC(C)[C@@H](C(=O)OCC(=O)Nc1ccc2c(c1)OCO2)N1C(=O)c2ccccc2C1=O the results were UHRF1 MBD2 ctr -3, HTRA1 inh -5, ABHD4 inh 0, TCR-CD3 inh 5, PRMT1 inh 1, MBD2 DNA inh -3, rCAG binder -4, NPR2 activator -4, GC-A act -2 and SIAE inh 4.
COc1ccc([N+](=O)[O-])cc1NC(=O)CCN1CCOCC1 was read as UHRF1 MBD2 ctr -1, HTRA1 inh 9, ABHD4 inh 4, TCR-CD3 inh 5, PRMT1 inh -3, MBD2 DNA inh 4, rCAG binder 0, NPR2 activator 3, GC-A act 3 and SIAE inh -1.
For COc1cccc(NC(=O)C(NCC(C)(C)CN(C)C)c2ccccc2)c1 (stereo unspecified) the results were UHRF1 MBD2 ctr 7, HTRA1 inh 5, ABHD4 inh 14, TCR-CD3 inh 7, PRMT1 inh 5, MBD2 DNA inh 4, rCAG binder 2, NPR2 activator -21, GC-A act -37 and SIAE inh 7.
For O=C(CN1C(=O)/C(=C\c2ccccc2F)SC1=S)Nc1nc2ccccc2s1 the results were UHRF1 MBD2 ctr -9, HTRA1 inh -19, ABHD4 inh -12, TCR-CD3 inh -5, PRMT1 inh 9, MBD2 DNA inh 2, rCAG binder 14, NPR2 activator -4, GC-A act -3 and SIAE inh -15.
Screening O=[N+]([O-])c1cc(C(F)(F)F)cc([N+](=O)[O-])c1N1CCN(S(=O)(=O)c2ccccc2)CC1 returned UHRF1 MBD2 ctr 1, HTRA1 inh -7, ABHD4 inh -6, TCR-CD3 inh 1, PRMT1 inh 2, MBD2 DNA inh 5, rCAG binder -4, NPR2 activator 1, GC-A act -4 and SIAE inh 2.
Screening COc1cccc(C(=O)NCC(=O)N/N=C(\C)Cc2ccccc2)c1 returned UHRF1 MBD2 ctr -3, HTRA1 inh -8, ABHD4 inh -5, TCR-CD3 inh 3, PRMT1 inh 0, MBD2 DNA inh -1, rCAG binder -4, NPR2 activator 1, GC-A act 2 and SIAE inh 4.
For CC1CC(C)CN(S(=O)(=O)c2ccc3c(c2)oc(=O)n3CC(=O)NCCCOC(C)C)C1 (stereo unspecified) the results were UHRF1 MBD2 ctr -1, HTRA1 inh 0, ABHD4 inh 1, TCR-CD3 inh 8, PRMT1 inh -2, MBD2 DNA inh -6, rCAG binder -3, NPR2 activator -4, GC-A act 0 and SIAE inh 18*.
For C/C(N)=C(/C#N)C(=O)COC(=O)CNS(=O)(=O)c1ccc(F)c(F)c1F the results were UHRF1 MBD2 ctr 1, HTRA1 inh 0, ABHD4 inh 2, TCR-CD3 inh -2, PRMT1 inh 6, MBD2 DNA inh 0, rCAG binder -3, NPR2 activator 2, GC-A act -2 and SIAE inh -3.
Screening NC(=O)c1cc(S(=O)(=O)NCc2ccc(F)cc2)cs1 returned UHRF1 MBD2 ctr 0, HTRA1 inh 8, ABHD4 inh 1, TCR-CD3 inh 4, PRMT1 inh 0, MBD2 DNA inh -2, rCAG binder 2, NPR2 activator 3, GC-A act 4 and SIAE inh -4.
For COCC(C)NCc1cccc(OC)c1OC (stereo unspecified) the results were UHRF1 MBD2 ctr 1, HTRA1 inh 4, ABHD4 inh 9, TCR-CD3 inh 3, PRMT1 inh -2, MBD2 DNA inh -1, rCAG binder 0, NPR2 activator -7, GC-A act -5 and SIAE inh 1.
Screening O=C(CN1CCN(S(=O)(=O)N2CCCCC2)CC1)Nc1ccc(Br)cc1 returned UHRF1 MBD2 ctr 3, HTRA1 inh -4, ABHD4 inh 20, TCR-CD3 inh -7, PRMT1 inh 0, MBD2 DNA inh 4, rCAG binder -7, NPR2 activator -2, GC-A act 6 and SIAE inh -6.
Screening CC1=NN(c2ccc([N+](=O)[O-])cc2)C(=O)/C1=C\N(C)C returned UHRF1 MBD2 ctr -2, HTRA1 inh 0, ABHD4 inh 1, TCR-CD3 inh -6, PRMT1 inh 4, MBD2 DNA inh 2, rCAG binder 10, NPR2 activator -2, GC-A act 0 and SIAE inh -4.
C[C@@H]1O[C@@H](Oc2c(-c3ccc(O)c(O)c3)oc3cc(O)cc(O)c3c2=O)[C@H](O)[C@H](O)[C@H]1O was read as UHRF1 MBD2 ctr 4&-1, HTRA1 inh -3&22, ABHD4 inh 21&24, TCR-CD3 inh -3&12, PRMT1 inh 10&5, MBD2 DNA inh 0&2, rCAG binder 4&3, NPR2 activator 2&3, GC-A act -3&0 and SIAE inh 1&0.
For CCS(=O)(=O)C1C(=O)N(C)C(S(=O)(=O)CC)C(=O)N1C (stereo unspecified) the results were UHRF1 MBD2 ctr 1, HTRA1 inh 16, ABHD4 inh 6, TCR-CD3 inh 5, PRMT1 inh 1, MBD2 DNA inh 1, rCAG binder 0, NPR2 activator 7, GC-A act -1 and SIAE inh -1.
For CCOC(=O)c1ccccc1NC(=O)COC(=O)CCC(=O)N1CCOCC1 the results were UHRF1 MBD2 ctr 0, HTRA1 inh 4, ABHD4 inh 5, TCR-CD3 inh 4, PRMT1 inh -5, MBD2 DNA inh 3, rCAG binder -7, NPR2 activator 1, GC-A act 3 and SIAE inh 2.
O=[N+]([O-])c1cccc(CN2CCN(S(=O)(=O)Cc3ccccc3)CC2)c1 was read as UHRF1 MBD2 ctr 1, HTRA1 inh 5, ABHD4 inh 14, TCR-CD3 inh -1, PRMT1 inh 2, MBD2 DNA inh 2, rCAG binder -4, NPR2 activator 1, GC-A act 1 and SIAE inh 1.
Screening Cc1csc(NC(=O)c2cc(-c3ccccc3)nc3ccccc23)n1 returned UHRF1 MBD2 ctr -3, HTRA1 inh -55, ABHD4 inh 8, TCR-CD3 inh 7, PRMT1 inh 0, MBD2 DNA inh 1, rCAG binder 2, NPR2 activator -2, GC-A act 5 and SIAE inh -29.
Screening Cc1ccc(NC(=O)/C=C/C(=O)O)c(NC(=O)c2ccccc2)c1 returned UHRF1 MBD2 ctr 0, HTRA1 inh 5, ABHD4 inh -2, TCR-CD3 inh 3, PRMT1 inh 3, MBD2 DNA inh 1, rCAG binder 5, NPR2 activator 8, GC-A act 2 and SIAE inh -3.
For COc1cc(C(O)c2nc(-c3ccc(C)c(C)c3)cs2)ccc1F (stereo unspecified) the results were UHRF1 MBD2 ctr -3, ABHD4 inh -25, TCR-CD3 inh 6, PRMT1 inh -2, MBD2 DNA inh 2, rCAG binder 1, NPR2 activator 0, GC-A act -1 and SIAE inh -9.
COc1cccc(C(=O)Nc2ccc(S(=O)(=O)Nc3nccc(C)n3)cc2)c1 was read as UHRF1 MBD2 ctr 1, HTRA1 inh -4, ABHD4 inh -3, TCR-CD3 inh 3, PRMT1 inh 0, MBD2 DNA inh -2, rCAG binder 4, NPR2 activator 1, GC-A act -1 and SIAE inh -14.
`COc1ccc(NC(=O)c2cc(S(=O)(=O)NCC3COc4ccccc4O3)ccc2F)cc1` (stereo unspecified) gave UHRF1 MBD2 ctr -4, HTRA1 inh -35, ABHD4 inh -20, TCR-CD3 inh 4, PRMT1 inh -3, MBD2 DNA inh 3, rCAG binder 1, NPR2 activator 0, GC-A act 2 and SIAE inh -4.
Screening COc1ccccc1C(=O)N1CCC(N2CCN(c3ccccc3)CC2)CC1 returned UHRF1 MBD2 ctr -1, HTRA1 inh 7, ABHD4 inh 1, TCR-CD3 inh 1, PRMT1 inh -2, MBD2 DNA inh -9, rCAG binder -5, NPR2 activator 7, GC-A act -3 and SIAE inh -3.

Not all compounds are listed. The share of hits here may be higher or lower than overall.
